Statin myotox sup: suppressors of statin myotoxicity in C2C12 myotubes, primary screen, cell-based, single point, plate reader; rescue of ATP level, % at 7.49 µM; 0.78% of 330,000 active; C2C12 myotubes + simvastatin, ATP luminescence, 48 h; scaled: DMSO 0, geranylgeraniol control 100;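 active means mean ATP rescue above about 67%, or every replicate alone reaching that limit, limit read from the data, passing the limit was not always enough; inconclusive means no clear call, values can overlap the other calls; inactive means mean under the limit and some replicate under it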;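 further: myotubes were challenged with 10 µM simvastatin during compound exposure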
S100A4 MyoIIA: inhibitors of S100A4-myosin IIA peptide binding, primary screen, biochemical, fluorescence polarization, TAMRA-MyoIIA peptide; inhibition, % at 10.7 µM; 0.14% of 360,000 active; AID 652163, 2013;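 active means mean inhibition of at least 70% across replicates, with every replicate also reaching that level; inconclusive means mean inhibition reaches 70% but some replicates fall short; inactive means mean inhibition below 70%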
Target sequence (P26447 whole entry, looked up): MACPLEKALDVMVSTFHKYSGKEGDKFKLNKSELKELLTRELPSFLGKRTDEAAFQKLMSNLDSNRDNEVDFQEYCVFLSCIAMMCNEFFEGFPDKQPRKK
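Material: S100A4 monomer protein / Buffer or medium: 50 mM HEPES pH 7.2, 10 mM CaCl2, 100 mM KCl / Times: 5 min incubation before reading / Benchmarks: neutral control DMSO, positive control TFP / Reagent: labelled myosin peptide probe, 5 nM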
FN deposit inh: inhibitors of fibronectin matrix deposition, primary screen, AH1F cells, Alexa488-fibronectin fluorescence, plate reader; AH1F fibroblasts, overnight; inhibition, % at 12.6 µM; AID 743247, 2014; 0.086% of 350,000 active;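 active means mean inhibition across replicates of 30% or more, regardless of how many single replicates reach that level; inconclusive means mean under 30% yet at least half of replicates reach 30%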;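 further: positive control wells lacked labelled fibronectin entirely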
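test system = AH1F fibroblasts assembling fluorescent fibronectin matrix | quantity = 10000 AH1F cells per well | buffer or medium = DMEM plus 2% serum, read in PBS | doses = single dose, pinned | incubation = 1 h cell attachment, overnight exposure to compound and label | detection = fluorescence at 485 nm excitation, 525 nm emission | read-out basis = inhibition from reduced deposited-fibronectin fluorescence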
Casp6 inh: human caspase-6 inhibitors, primary screen, biochemical, VEID-R110 fluorescence, single point, set 2 | purified caspase-6, Z-VEID-R110 cleavage fluorescence | inhibition, % at 12.5 µM | 0.53% of 350,000 active | AID 686996, 2013;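 active means mean inhibition across replicates at least about 35%, with every replicate also reaching that limit, limit read from the data; inconclusive means only one of the two criteria met; inactive means neither criterion met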;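 further: 0% = median of neutral control wells and 100% = no fluorescence left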
Target sequence (P55212 24-179 limits assumed): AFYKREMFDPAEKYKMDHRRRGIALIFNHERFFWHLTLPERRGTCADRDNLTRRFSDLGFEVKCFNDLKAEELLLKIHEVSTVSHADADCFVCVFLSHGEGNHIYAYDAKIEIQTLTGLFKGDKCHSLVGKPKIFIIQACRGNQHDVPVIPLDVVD
Target sequence (P55212 194-293 limits assumed): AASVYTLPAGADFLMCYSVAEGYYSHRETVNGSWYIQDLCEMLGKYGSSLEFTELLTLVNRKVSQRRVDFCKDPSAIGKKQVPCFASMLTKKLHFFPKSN
SIRT5 block: SIRT5 desuccinylase inhibitors, primary screen, biochemical, fluorescence imaging, single point, set 5; Purified SirT5, succinyl-peptide AMC, trypsin-coupled fluorescence; 1.1% of 330,000 active; inhibition, % at 15 µM; NAD-dependent protein deacylase sirtuin-5, mitochondrial (Homo sapiens), Q9NXA8; in the data active means inhibition above about 15%; inconclusive means no clear call, values can overlap the other calls
Target sequence (Q9NXA8 whole entry, looked up): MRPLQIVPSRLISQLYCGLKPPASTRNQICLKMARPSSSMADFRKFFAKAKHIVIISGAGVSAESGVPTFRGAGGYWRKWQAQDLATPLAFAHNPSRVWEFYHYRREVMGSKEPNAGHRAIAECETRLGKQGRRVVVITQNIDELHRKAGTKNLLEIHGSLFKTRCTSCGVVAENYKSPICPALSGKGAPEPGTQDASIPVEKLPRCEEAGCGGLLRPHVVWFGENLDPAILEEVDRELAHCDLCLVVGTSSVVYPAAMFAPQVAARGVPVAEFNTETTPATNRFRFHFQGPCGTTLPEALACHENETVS
esBAF inh: Bmi1 luciferase reporter increase in mESCs, primary screen, esBAF inhibitor project, mouse ES cells, Bmi1 luciferase knock-in, single point | 24 h; 100% = twice the neutral-well signal | reporter increase, % at 12.5 µM | AID 602393, 2012 | 2% of 350,000 active; in the data active means activation above about 40%; inconclusive means no clear call, values can overlap the other calls;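 further: 0% = median of the plate's neutral control wells and 100% = double that signal; a rise in the Bmi1 reporter signal indicates esBAF inhibition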
LGR2 inh: inhibitors of bursicon-induced LGR2 CRE-luciferase signal, primary screen, cell-based, HEK293, CRE-luciferase reporter, bursicon stimulation; inhibition, % at 9.99 µM; bursicon-stimulated, 4 h; AID 720647, 2013; Drosophila bursicon receptor LGR2 (rickets); 0.35% of 380,000 active;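 active means drop in luminescence signal, shown as inhibition above about 50% in the replicate tests, limit read from the data, passing the limit was not always enough; inconclusive means probably only some replicates passing the limit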;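 further: agonist challenge used bursicon conditioned medium at about half maximal strength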
Numbers without * were called inactive; ? = inconclusive; nt = not tested or not shown; & = joins results of further samples. This is a subset; rates above refer to the full screens.

SMILES	Statin myotox sup	S100A4 MyoIIA	FN deposit inh	Casp6 inh	SIRT5 block	esBAF inh	LGR2 inh
COC(=O)c1c(C)[nH]c(C(=O)C(C)Sc2nnc(-c3cc(OC)c(OC)c(OC)c3)o2)c1C (stereo not given)	3	nt	4	nt	nt	1	nt
CC(Oc1ccc(Cl)cc1Cl)c1ccnc2nc(N3CCOCC3)nn12 (stereo not given)	11	-8	1	7	5	4	-16
CCCC#C/C(CCC)=C1\c2ccccc2C(=O)N1c1ccccc1	nt	-5	-3	0	nt	nt	-11
CCOC(=O)N1CCN(C(=O)CSc2nc3c(cnn3-c3ccc(Cl)cc3)c(=O)[nH]2)CC1	0	-2	-7	0	3	4	-3
CO[C@H]1CN(C)C(=O)c2cc(NC(=O)c3cnccn3)ccc2OC[C@@H](C)N(CC2CC2)C[C@@H]1C	nt	37	12	1	1	nt	10
CN1CCN(CCCNC(=S)Nc2ccc(F)c(Cl)c2)CC1	nt	-1	5	-18	2	nt	2
COC(=O)[C@]1(C)N[C@H](CN(C)C(=O)NC(C)C)[C@@H]2C(=O)N(C)C(=O)[C@@H]21	0	0	2	3	-4	0	7
Cc1cc(C)cc(N(CC(=O)NC2CCCC2)C(=O)CCC(=O)Nc2cc(C)on2)c1	1	1	6	0	-3	-6	11
O=C(CSc1ccc(F)cc1)NC12CC3CC(CC(C3)C1)C2	-9	3	nt	1	0	20	-20
CN1C2CCC1CC(NC(=O)c1cc(S(=O)(=O)N(C)C)c(Cl)cc1Cl)C2 (stereo not given)	-3	-3	3	-17	-2	3	-7
C=CCc1c(C)nc(SCC(N)=O)[nH]c1=O	nt	-2	nt	2	3	nt	-18
CCCSc1nc(=S)n(Cc2ccccc2)c(C)c1C(C)=O	nt	-1	-13	1	-2	nt	5

Two compounds from above with just LGR2 inh, SIRT5 block and FN deposit inh:
canonical_smiles | LGR2 inh | SIRT5 block | FN deposit inh
Cc1cc(C)cc(N(CC(=O)NC2CCCC2)C(=O)CCC(=O)Nc2cc(C)on2)c1 | 11 | -3 | 6
CN1CCN(CCCNC(=S)Nc2ccc(F)c(Cl)c2)CC1 | 2 | 2 | 5

(more compounds)
SMILES	Statin myotox sup	S100A4 MyoIIA	FN deposit inh	Casp6 inh	SIRT5 block	esBAF inh	LGR2 inh
CCC1CCCCN1C(=O)c1ccc2nc(Cc3ccc(OC)cc3)oc2c1 (stereo not given)	31	-1	-13	1	-3	67*	-45
Cc1cccc(NS(=O)(=O)c2nnc(NC(=O)c3ccc(Cl)cc3)s2)c1	1	0	-10	-2	-1	-5	nt
CSCCC(NC(=O)c1ccccc1)C(=O)N(C)CC(=O)Nc1ccc(N2CCOCC2)cc1 (stereo not given)	2	-2	2	0	-4	-7	-12
Cc1cccc(NC(=O)CNC(=O)CCc2nc3sc4c(c3c(=O)[nH]2)CCCC4)c1C	1	-5	-2	41*	1	-4	9
Cc1noc(C)c1NC(=O)N(C)C[C@@H]1Oc2ccc(NC(=O)CCCCCC(=O)Nc3ccccc3N)cc2C(=O)N([C@H](C)CO)C[C@@H]1C	nt	-1	nt	1	8	nt	1
COc1ccc2c3c([nH]c2c1)[C@@H](CO)N(Cc1cc(F)ccc1F)CC31CN(C(=O)CN(C)C)C1	nt	37	nt	2	0	nt	12
CC(C)Cc1nnc(NS(=O)(=O)Cc2ccccc2)s1	-14	nt	9	nt	nt	0	2
Cc1cc(=O)nc2c3ccccc3n(C(C)C(=O)Nc3c(F)c(F)c(F)c(F)c3F)n12 (stereo not given)	13	-2	-1	-3	-3	-9	0
CCCCCCN1C[C@H](O)[C@@H](n2cc(C3CC3)nn2)C[C@@H]1c1ccc(Cl)cc1	4	-2	nt	2	-2	4	-4
O=C(CCOc1ccccc1)NNC(=O)c1ccccc1	7	-6	1	1	nt	-2	36
COc1cccc(NC(=O)Nc2ccccc2Br)c1	-1	nt	0	nt	nt	59*	-42
COc1ccc(S(=O)(=O)NC(=O)C2(C)CCN2C(=O)C2(c3ccc(Cl)cc3)CCC2)cc1 (stereo not given)	3	6	4	0	-1	3	9
O=C(c1ccco1)N1CCN=C1SCc1cccc(Cl)c1	11	-6	14	-1	nt	7	-15
COc1ccc(Nc2nc(NCc3ccco3)nc(N/N=C/c3ccc(O)cc3)n2)cc1	nt	-7	8	1	0	nt	13
Cc1ccccc1-c1ccc([C@H]2[C@@H](CO)N3CCCCN(C(=O)c4cccnc4)C[C@H]23)cc1	-25	4	nt	2	-7	-11	-4
CCn1c(O)c(N=NC(=O)Cc2csc(N3CCOCC3)n2)c2ccccc21	nt	-3	2	3	3	nt	-7
COC(=O)C(C)n1cnc2c(nnn2-c2ccc(F)cc2)c1=O (stereo not given)	4	-1	6	-2	-4	-4	-8
CC(C)c1ccc(Nc2ncccc2C(=O)O)cc1	1	-1	0	5	-4	60*	-45
Nc1ccc(CCCC(=O)NCc2cccnc2)cc1	nt	3	nt	1	0	nt	5
C[C@H]1C=C(C(=O)N2CCN(Cc3ccc4c(c3)OCO4)CC2)O[C@@H](OCc2ccc(CO)cc2)C1	13	9&5	7	3&0	4	0	10
CCc1ccc(CN2CCC(Oc3ccc(C(=O)NCc4ccccn4)cc3)CC2)o1	9	-8	-4	0	-4	6	9
C[C@@H]1CCCCO[C@H](CN(C)S(=O)(=O)c2ccc(Cl)cc2)[C@@H](C)CN([C@@H](C)CO)C(=O)c2cc(NC(=O)CCCN(C)C)ccc2O1	14	-19	-17	-1	-3	3	13
C[C@H](CO)N1C[C@H](C)[C@H](CN(C)S(C)(=O)=O)OCCCC[C@H](C)Oc2ccc(NS(=O)(=O)c3ccc(F)cc3)cc2C1=O	?	-11	nt	2	-3	9	-7
CN1OC(COC(=O)c2ccccc2)CC1c1ccccc1 (stereo not given)	9	nt	nt	nt	nt	-6	-30
O=C(Nc1ccccc1)C1CCCN1S(=O)(=O)c1ccc(Br)cc1 (stereo not given)	-7	0	nt	4	-3	-9	-3
NS(=O)(=O)c1ccc(CCNC(=O)NC23CC4CC(CC(C4)C2)C3)cc1	nt	-1	-3	1	3	nt	10
CCC(=O)N1CCC2(CC1)CN(Cc1ccc(Cl)cc1)[C@@H](CO)c1[nH]c3cc(OC)ccc3c12	nt	-3	nt	2	-5	nt	-12
CN(Cc1ccccc1)C(=O)c1cccc(NC(=O)Cc2ccc(NC(=O)C3CCCN(C(=O)CCc4ccccc4)C3)cc2)c1 (stereo not given)	-33	-8	4	-3	-3	-4	6
C[C@H]1CN([C@@H](C)CO)S(=O)(=O)c2ccc(C#Cc3ccccc3)cc2O[C@@H]1CN(C)C(=O)CN(C)C	-4	2	9	-2	8	-11	23
COC(=O)c1ccc(/C=C(\C#N)C(=O)NC(C)c2ccccc2)cc1 (stereo not given)	nt	-4	0	0	0	nt	22
CNS(=O)(=O)c1cccc(C(=O)OCC(=O)Nc2ccc(Cl)cn2)c1	-56	-6	-6	4	-4	-7	4
COc1ccc(C(C(=O)Nc2ccc3c(c2)OCO3)N(C)C(=O)Cc2c[nH]c3ccccc23)cc1 (stereo not given)	nt	14	-2	0	nt	nt	?
COc1cccc(N2CCN(C(=S)Nc3cc(C)cc(C)c3)CC2)c1	nt	-1	nt	-7	-1	nt	-2
Cc1ccc(S(=O)(=O)N2CC(CBr)=CCC2c2ccccc2)cc1 (stereo not given)	nt	4	-2	1	1	nt	-25
Cc1ccc(C(=O)COC(=O)CNC(=O)Cc2ccccc2)cc1	8	-15	6	0	3	-2	2
CC(C)NC(=O)C1(C)CCN1Cc1ccc(Cl)cc1 (stereo not given)	6	-2	-2	-1	nt	2	5

Ten of the compounds above, in CSV form:
structure,Statin myotox sup,S100A4 MyoIIA,FN deposit inh,Casp6 inh,SIRT5 block,esBAF inh,LGR2 inh
COc1cccc(NC(=O)Nc2ccccc2Br)c1,-1,nt,0,nt,nt,59*,-42
COc1ccc(S(=O)(=O)NC(=O)C2(C)CCN2C(=O)C2(c3ccc(Cl)cc3)CCC2)cc1 (stereo not given),3,6,4,0,-1,3,9
O=C(c1ccco1)N1CCN=C1SCc1cccc(Cl)c1,11,-6,14,-1,nt,7,-15
COc1ccc(Nc2nc(NCc3ccco3)nc(N/N=C/c3ccc(O)cc3)n2)cc1,nt,-7,8,1,0,nt,13
Cc1ccccc1-c1ccc([C@H]2[C@@H](CO)N3CCCCN(C(=O)c4cccnc4)C[C@H]23)cc1,-25,4,nt,2,-7,-11,-4
CCn1c(O)c(N=NC(=O)Cc2csc(N3CCOCC3)n2)c2ccccc21,nt,-3,2,3,3,nt,-7
COC(=O)C(C)n1cnc2c(nnn2-c2ccc(F)cc2)c1=O (stereo not given),4,-1,6,-2,-4,-4,-8
CC(C)c1ccc(Nc2ncccc2C(=O)O)cc1,1,-1,0,5,-4,60*,-45
Nc1ccc(CCCC(=O)NCc2cccnc2)cc1,nt,3,nt,1,0,nt,5
C[C@H]1C=C(C(=O)N2CCN(Cc3ccc4c(c3)OCO4)CC2)O[C@@H](OCc2ccc(CO)cc2)C1,13,9&5,7,3&0,4,0,10

(continued)
SMILES	Statin myotox sup	S100A4 MyoIIA	FN deposit inh	Casp6 inh	SIRT5 block	esBAF inh	LGR2 inh
CCOC(=O)c1cn2nc(Oc3cccc(F)c3)ccc2n1	-10	2	0	2	-4	-4	-9
C[C@H]1CCCCO[C@H](CN(C)C(=O)Nc2cccc3ccccc23)[C@@H](C)CN([C@@H](C)CO)C(=O)c2cc(NS(=O)(=O)c3ccc(Cl)cc3)ccc2O1	24	41	2	1	7	5	0
Nc1c(N(CCC2=CCCCC2)C(=O)c2ccco2)c(=O)[nH]c(=O)n1Cc1ccccc1	nt	-1	13	2	0	nt	14
Clc1ccc(CSc2nnc([C@@H]3CCCN3)o2)cc1	4	nt	nt	nt	nt	-2	5
Cc1ccc(N2CC(C(=O)Nc3cc(S(=O)(=O)N4CCCCC4)ccc3C)CC2=O)cc1 (stereo not given)	4	-6	-11	0	2	10	6
COc1ccccc1C1NC=C([N+](=O)[O-])C=C1[N+](=O)[O-] (stereo not given)	nt	-12	-2	8	0	nt	5
Cc1ccc(Cc2c(-c3ccccc3)nc3c(C)cc(Br)cn23)cc1	nt	-2	-3	1	nt	nt	0
Cc1ccc(NC(=S)N(CCN2CCCCC2)Cc2ccco2)cc1Cl	nt	-8	-9	2	0	nt	9
O=C(CCCSc1nc2ccccc2[nH]1)NCc1ccc(Cl)cc1	nt	-2	-11	3	-7	nt	3
C[C@H](CO)N1C[C@H](C)[C@H](CN(C)C(=O)Nc2ccc3c(c2)OCO3)Oc2c(NC(=O)C3CCCCC3)cccc2C1=O	-4	-4	nt	1	1	-2	-20
Cc1ccc(O)c(C(CC(=O)NCc2cccnc2)c2ccccc2)c1 (stereo not given)	nt	-8	-3	nt	-6	nt	12
O=C(OCn1nnc2ccccc2c1=O)c1cccs1	3	0	6	0	0	-3	11
Nc1nonc1NN=C1CCCCC1	-2	1	-2	6	-5	8	2

Bioassay records as filed in PubChem.
